GPR151 activ – activators of human GPR151, primary screen, cell-based, PathHunter beta-arrestin, luminescence; G-protein coupled receptor 151 (Homo sapiens), Q8TDV0; PathHunter beta-arrestin GPR151 cells; activation, % at 11.2 µM; 1% of 650,000 active; in the data active = activation above about 4.9%;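 note: 0% = median of compound wells and 100% = cells with positive control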
Target sequence (Q8TDV0 whole entry, looked up): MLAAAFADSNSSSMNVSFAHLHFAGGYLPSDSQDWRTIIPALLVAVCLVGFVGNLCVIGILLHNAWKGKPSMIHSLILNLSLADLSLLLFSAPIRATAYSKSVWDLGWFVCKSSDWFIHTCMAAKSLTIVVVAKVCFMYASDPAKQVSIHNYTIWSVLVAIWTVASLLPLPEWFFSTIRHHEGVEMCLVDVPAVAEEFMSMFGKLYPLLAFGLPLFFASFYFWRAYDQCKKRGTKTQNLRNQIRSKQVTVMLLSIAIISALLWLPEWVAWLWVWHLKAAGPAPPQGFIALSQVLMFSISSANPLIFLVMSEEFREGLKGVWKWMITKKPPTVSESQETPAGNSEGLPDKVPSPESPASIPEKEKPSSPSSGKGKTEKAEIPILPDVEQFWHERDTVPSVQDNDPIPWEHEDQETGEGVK
MITF primary – MITF inhibitors, primary screen, biochemical, AlphaScreen, human; 0.91% of 650,000 active; AlphaScreen MITF homodimerization, bead proximity signal; Microphthalmia-associated transcription factor (Homo sapiens), O75030; AID 1259374, 2018; inhibition, % at 2.6 µM; in the data active = inhibition above about 50%;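 note: 0% = vehicle wells with protein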
Target sequence (O75030 whole entry, looked up): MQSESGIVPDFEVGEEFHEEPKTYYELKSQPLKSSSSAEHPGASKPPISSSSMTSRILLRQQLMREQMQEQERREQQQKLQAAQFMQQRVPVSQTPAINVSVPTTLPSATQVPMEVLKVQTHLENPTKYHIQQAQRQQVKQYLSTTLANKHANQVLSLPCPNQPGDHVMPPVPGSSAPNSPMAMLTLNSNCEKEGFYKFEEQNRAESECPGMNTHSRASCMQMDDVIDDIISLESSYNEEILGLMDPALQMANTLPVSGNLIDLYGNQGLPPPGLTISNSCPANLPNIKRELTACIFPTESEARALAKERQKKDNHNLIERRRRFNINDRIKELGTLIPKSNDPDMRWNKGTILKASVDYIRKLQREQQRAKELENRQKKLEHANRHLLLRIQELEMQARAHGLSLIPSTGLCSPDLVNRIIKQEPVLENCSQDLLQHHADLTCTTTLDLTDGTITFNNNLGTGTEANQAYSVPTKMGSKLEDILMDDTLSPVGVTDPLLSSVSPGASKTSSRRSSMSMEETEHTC
FBW7 act – FBW7 E3 ligase activators, primary screen, biochemical, AlphaScreen, human; AlphaScreen FBW7–phospho-cyclin E peptide binding, activator screen; normalized activity (activation), % at 26.1 µM; F-box/WD repeat-containing protein 7 (Homo sapiens), Q969H0; 0.13% of 650,000 active; AID 1259310, 2017; in the data active = normalized activity above about 1.9%;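 note: purified mutant Fbw7 with reduced substrate affinity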
TEAD-YAP inh – TEAD-YAP interaction inhibition, primary screen, TEAD-YAP interaction inhibitor project, luminescence, HEK-TIYL cells. TEAD-Gal4/YAP UAS-luciferase luminescence. inhibition, % at 9.12 µM. 1.4% of 640,000 active. AID 1259422, 2018; in the data active = inhibition above about 32%;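 note: 0% = median of test compound wells and 100% = reference inhibitor wells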
The depositor's hits bear a star; nt = no result given; & = joins results of further samples.

Every second line gives: GPR151 activ, MITF primary, FBW7 act, TEAD-YAP inh
O=C(NCC1Cc2c(F)ccc(-c3ccc(C(=O)C4CC4)cc3)c2O1)c1cnsn1 (stereo not drawn)
    -1.2, -10, -0.1, 56*
COc1cccc2c1OC(c1ccncc1)N1N=C(c3cccs3)CC21 (stereo not drawn)
    2.1, -1, -0.1, -52
O=C(Nc1ccc(Cl)c(-c2nc3ncccc3o2)c1)c1cccnc1
    0.5, 17, 0.1, 3
COc1ccc(C(=O)NNC(=O)C(=O)NC(C)(C)C)cc1OC
    0.8, -4, -0.3, 4
c1ccc2[nH]c(CNc3cc(NCc4ccc5c(c4)OCO5)ncn3)nc2c1
    0.2, 3, -0.1, -10
Cc1ccc2nc(NCCNC(=O)c3cnccn3)c(C#N)cc2c1
    -0.3, -3, 0.0, -10
Cc1ccc(C)c(N2CCn3c2nc2c3c(=O)n(CC(C)C)c(=O)n2C)c1
    0.7, -1, 0.0, 4
Cc1cc(NC(=O)c2cc(Cl)ccc2Cl)ccc1NC(=O)c1ccccc1
    0.1, 5, -0.1, 9
CCCCN(C(=O)NC(=O)Nc1ncc(C(F)(F)F)cc1Cl)S(C)(=O)=O
    4.3, -12, 0.0, -6
CCC(C)NC(=O)CSCc1ccccc1Cl (stereo not drawn)
    -0.3, 39, 0.5, 3
O=C(Nc1ccc(-c2cn3cccnc3n2)cc1)c1c(F)cccc1Cl
    -0.6, 14, 1.0, -6
CC(C)CCN1CCNC(=O)C1CC(=O)NCC(C)(C)N1CCOCC1 (stereo not drawn)
    1.2, 4, 0.0, 0
Cc1ccc(-n2c(SCC(=O)NCCC3=CCCCC3)nc3n[nH]c(C)c3c2=N)cc1Cl
    -0.1, -3, -0.2, 2
COc1ccc(CN2CCC(C(=O)NC(C)c3ccccc3)CC2)c(OC)c1 (stereo not drawn)
    -0.3, 51*, 0.4, 7
Cc1cccc(C)c1NC(=O)CN1C(=O)C2CC=CCC2C1=O (stereo not drawn)
    2.3, -10, -0.1, 0
C=CCNC(=S)NNC(=O)c1cccc2ccccc12
    0.5, -13, -0.1, 1
COc1ccc(-c2nc3cc(N)ccc3o2)cc1Br
    -0.6, -7, 0.1, -19
C#CCOc1c(Cl)cc(/C=C2/NC(=O)NC2=O)cc1OCC
    -1.0, 4, -0.1, 7
CC1(C)NC(=O)N(CC(O)COc2ccc(N3C(=O)C4CC=CCC4C3=O)cc2)C1=O (stereo not drawn)
    1.4, -3, -0.1, 7
CCN(CC)S(=O)(=O)c1cc(C(=O)OCc2ccccc2)ccc1Br
    -0.6, 15, 1.0, -2
COc1ccc(-c2cncc(-c3cccc(O)c3)n2)cc1
    0.4, -3, -0.2, -7
COc1cc(OC)nc(-c2sc3ccccc3c2OCC(=O)O)n1
    -1.3, 0, 0.0, -4
O=C(Cc1ccccc1)Nc1ccnn1C1CCN(Cc2cn[nH]c2-c2ccccc2)CC1
    -1.5, -1, 0.1, -4
COc1nonc1NC(=O)CCCCCN1C(=O)c2ccccc2C1=O
    0.3, -4, 0.5, -6
O=C(NN(C(=O)c1ccccc1)c1ccccc1)c1ccccc1
    0.0, -2, -0.2, 0
COc1ccccc1C1(CC(=O)N(C)Cc2ccccc2)CC(=O)N(C2CCCC2)C1=O (stereo not drawn)
    -2.3, 16, 0.8, -38
N#Cc1c(N)nc(SCc2ccc(Cl)c(Cl)c2)c(C#N)c1-c1ccccc1
    1.6, 5, 0.3, 5
CC1(C)CC(NC(=O)COc2ccc(Cl)cc2Cl)CC(C)(CNC(=O)COc2ccc(Cl)cc2Cl)C1 (stereo not drawn)
    -0.5, 0, 0.1, 2
COCCNc1c(-c2cc3ccc(OC)cc3[nH]c2=O)nc2ccc(C)cn12
    0.2, -7, -0.1, -2
CN(C)CC(O)COc1ccc(C23CC4CC(CC(C4)C2)C3)cc1 (stereo not drawn)
    -1.4, -8, -0.1, -15
NC(=O)C1CCN(C(=O)c2cc(-c3ccco3)nc3ccccc23)CC1
    -2.1, 97*, -0.6, -1
CC(=O)N1c2ccccc2NC2=C(C(=O)CCC2)C1c1cccc([N+](=O)[O-])c1 (stereo not drawn)
    -0.1, -1, -0.1, -7
Oc1ccc(-c2[nH]c(-c3cccc(O)c3)nc2-c2ccccc2)cc1
    -0.3, 9, 0.2, 3
O=Cc1c(-c2ccc3c(c2)OCO3)nc2ccccn12
    -5.5, -1, -0.2, -59
O=C1C2C3C=CC(C3)C2C(=O)N1c1ccc(-c2nc3ccccc3c(=O)o2)cc1 (stereo not drawn)
    -1.1, 7, 0.0, 3
O=C1c2cccc3cccc(c23)C(=O)N1CCN1CCN(C(=O)C2(S(=O)(=O)c3ccccc3)CC2)CC1
    -0.1, 6, 0.2, 25
CN1C(c2ccccc2)=CC(c2ccccc2)n2nnnc21 (stereo not drawn)
    0.0, 10, -0.1, 1
O=C(Nc1nc(-c2cccnc2)cs1)c1cccc(N2C(=O)CCC2=O)c1
    1.7, 5, 0.2, 15
C=C(C)CN=C1NN=C(c2cc(C)n(CC3CCCO3)c2C)CS1 (stereo not drawn)
    -0.3, 4, 0.0, 15
COc1ccccc1CC(=O)Nc1cc(OC)c(NC(=O)c2ccccc2)cc1OC
    -1.7, 17, -0.1, -2

Grouped by structure: those above with bromine
Every second line gives: GPR151 activ, MITF primary, FBW7 act, TEAD-YAP inh
COc1ccc(-c2nc3cc(N)ccc3o2)cc1Br
    -0.6, -7, 0.1, -19
CCN(CC)S(=O)(=O)c1cc(C(=O)OCc2ccccc2)ccc1Br
    -0.6, 15, 1.0, -2

(more compounds)
Every second line gives: GPR151 activ, MITF primary, FBW7 act, TEAD-YAP inh
CC1CCCCC1NC(=O)c1ccc(CNc2c(N3CCCC3)c(=O)c2=O)cc1 (stereo not drawn)
    0.4, 1, 0.0, -5
CN(C)c1cccc(N=Cc2c(O)n(-c3ccc(F)cc3)c(=O)[nH]c2=O)c1
    -0.3&0.4, -7&1, -0.1&-0.1, -2&5
Cc1cc(=O)[nH]c2sc(C(=O)c3ccc(Cl)c(Cl)c3)c(N)c12
    0.2, 9, 0.1, 2
CCOC(=O)c1c(NC(C)=O)sc2c1CCC2
    2.5, 7, -0.1, -2
CC(C)OCCCNc1nc(CN2CCNC(=O)C2)nc2ccc(Cl)cc12
    2.0, 5, 0.1, 2
COC1CCN(c2ncn(-c3ccc(Nc4nccc(-c5cc(F)cc(N(C)C)c5)n4)cc3)n2)CC1
    1.1, 5, 0.3, 16
CC1=CC(C)(C)NC(=S)N1c1ccc(Br)c(C)c1
    0.9, 1, -0.1, 9
Cc1ccc2c(c1)C(=O)C(=O)N2CCCl
    0.5, 0, 0.0, 60*
CCc1ccccc1NS(=O)(=O)c1cc(Br)cc2c1N(C(C)=O)CC2
    1.6, 19, 0.2, 3
C/C(N)=C(/C#N)C(=O)COC(=O)c1ccc(C(F)(F)F)cc1
    -1.2, 2, 0.2, 0
CSCCOC(=O)C1=C(C)NC(=O)NC1c1ccc2c(c1)OCO2 (stereo not drawn)
    -0.3, 6, 0.0, -9
COc1cc([N+](=O)[O-])cc(C=NCCNC(=O)c2nonc2N)c1O
    -0.1, 5, 0.0, -1
CCOc1ccc(NCC(=O)N/N=C/c2ccc(N(C)C)cc2)cc1
    -0.3, 22, 0.2, 2
COc1ccc(CCNc2cc(C)nc(N3CCCC3CO)n2)cc1 (stereo not drawn)
    0.2, -11, 0.0, 12
C=CCOc1ccc2c(=O)c(Oc3cc(C)ccc3C)coc2c1
    0.4, 0, 0.0, 6
COCCCn1c(=O)/c(=C\c2ccc(Cl)cc2)s/c1=C(/C#N)C(=O)N1CCCC1
    -1.6, 14, 0.5, 2
COc1ccc(C2NC(=O)NC(C)=C2C(=O)OCCOc2ccccc2)cc1OC (stereo not drawn)
    0.4, 2, 0.3, 0
CC(=O)NC1C(=O)N=C(SCC(=O)c2ccc(Br)cc2)NC1=O (stereo not drawn)
    -0.3, 3, -0.7, 2
COc1ccc(CN2CCc3nnc(CCNC(=O)Cc4ccc(F)cc4)n3CC2)cc1
    0.0, 10, 0.9, 10
Cc1cccc(C)c1N1C(=O)c2ccccc2C1=O
    -0.3, -1, 0.0, 11
COc1ccc(NC(=O)CCCc2nnc3n(CC(C)C)c(=O)c4sccc4n23)cc1
    -0.4, 6, 0.2, 10
CCOC(CCNC(=O)c1cc2cc3ccc(C)cc3nc2s1)OCC
    0.9, 7, 0.1, -67
O=C(c1cccnc1)N(Cc1ccccc1)c1cccc([N+](=O)[O-])c1
    -0.4, -2, 0.1, 2
COc1ccc(OC)c(Nc2ncnc(N)c2[N+](=O)[O-])c1
    -1.2, 2, 0.2, -17
O=C(c1ccccc1)c1ccc(O)c(O)c1O
    -0.4, -3, -0.1, 7
O=C(NCC1CCCO1)c1ccc(NC(=O)c2cc(F)c(F)cc2Cl)cc1 (stereo not drawn)
    -1.0, -7, -0.2, 7
Cc1cnc(NCc2ccc3c(c2)OCO3)nc1Nc1ccc(N2CCOCC2)cc1
    -0.6, 16, 0.1, 42*
O=C(Nc1nc2c(Cl)ccc(Cl)c2s1)c1ccco1
    -1.4, 14, 0.0, 4
CCCCCC12CCC(O)(CC1)CC2O (stereo not drawn)
    0.8, 6, 0.1, 1
COc1ccccc1NS(=O)(=O)c1cc(C(=O)Nc2ccccc2)ccc1OC
    -1.7, 14, 0.3, 7
Cc1csc(NC(=O)CSc2nnc3scc(-c4ccc(Cl)cc4)n23)n1
    3.7, 5, 0.7, 5
CCOC(=O)c1sc(N2C(=O)C(O)=C(C(=O)c3ccco3)C2c2ccc(C)o2)nc1C (stereo not drawn)
    0.3, 46, 1.1, 7
CC(=O)c1ccc(NC(=O)CN(c2c(C)cccc2C)S(C)(=O)=O)cc1
    -0.2, 5, -0.2, -57
COCC(=O)N1CCC(c2c[nH]c3ccccc23)(c2c[nH]c3ccccc23)CC1
    1.2, 9, 0.0, -3
O=C(NCC1CCC2(CCN(CCCc3ccccc3)CC2)O1)c1cnccn1 (stereo not drawn)
    1.3, -4, -0.1, -3
CCOC(=O)Cc1csc(SCC(=O)Nc2sc3c(c2C#N)CCC(C)C3)n1 (stereo not drawn)
    -0.6, -5, 0.0, -10
CCOc1ccc(CNC(=O)Cn2nc(C)n3c(cc4cc(C)ccc43)c2=O)cc1
    -0.5, 1, 0.3, -5
Cc1ccc2c(c1)NC(=S)CO2
    0.7, 12, 0.2, 3
CC1=NN(c2ccccc2)C(=O)/C1=C\c1ccc(-c2cc([N+](=O)[O-])ccc2O)o1
    0.6, 8, -0.1, 6
CN(C)C1CCN(c2cc(-c3cn[nH]c3)ccc2NC(=O)C(O)c2ccc(Cl)cc2)CC1 (stereo not drawn)
    0.8, 14, 0.2, 6
O=C(NNC(=O)C(F)(F)F)c1ccccc1Br
    -0.5, 20, 0.4, -2
COc1ccc(-c2noc(COc3ccccc3C)n2)cc1OC
    0.9, -8, -0.1, -11
COc1ccccc1N1CCN(Cc2cc(-c3cnccn3)ccc2O)CC1
    -2.0, 12, 1.0, 8
Cn1c(=O)[nH]c2c(nc(-c3ccccc3)n2CCc2ccccc2)c1=O
    1.5, -5, 0.0, -12
CCOc1ccc(-n2c(=S)sc3c(=O)n(-c4ccc(C)cc4)c(SCc4cccc([N+](=O)[O-])c4)nc32)cc1
    -0.7, 7, 0.1, 2
COc1cc(NC(=O)c2cnn3c(C(F)(F)F)cc(-c4ccc(C)cc4)nc23)cc([N+](=O)[O-])c1
    0.0, 17, -0.1, -3
COCCCNc1c(F)c(F)c(/C=C/CN2CCOCC2)c(F)c1F
    0.6, 38, 0.0, -32
COc1cc(/C=C2/NC(=S)NC2=O)ccc1OCc1ccccc1F
    -1.1, 2, 0.0, -7
Cc1ncn(-c2ccc(Nc3nccc(-c4ccc(N5CCOCC5)cc4)n3)cc2)n1
    -0.6, -8, -0.2, -15
CC1(C)OC(=O)C(=CNC(CCCCNC(=O)OCc2ccccc2)C(=O)Nc2ccc([N+](=O)[O-])cc2)C(=O)O1 (stereo not drawn)
    -1.3, -3, -0.1, 6
CCCCOc1ccc(-c2nc(C=Nc3ccc(C)cc3Br)c(O)o2)cc1
    -0.9, 18, 0.1, 6
O=C(NCCOc1ccccc1)c1cncc(-c2cccs2)c1
    3.9, 26, 0.7, -6
NCCNS(=O)(=O)c1cccc2c(Cl)cccc12
    -1.2, -5, -0.1, nt
O=C(CCCCCn1nnc2ccccc2c1=O)NC1CCCC1
    1.2, 2, 0.3, 8
O=C(NCCNCc1ccccc1)c1ccco1
    1.1, 37, 0.1, -1
CCOC(=O)c1c(NC(=O)c2ccccc2)sc2c1CC(C)CC2 (stereo not drawn)
    1.3, 1, -0.1, 6
COc1ccc(CN2C[C@@H]3C[C@@H](c4cccc(C)c4)N4CCC[C@@]34C2=O)cc1
    0.1, 10, 0.0, 9
c1ccc(CCSCc2nc3ccccc3[nH]2)cc1
    -1.0, 11, -0.1, -16

Full records as entered above. Screens in order: GPR151 activ	MITF primary	FBW7 act	TEAD-YAP inh
Listed for O=C(NCCNCc1ccccc1)c1ccco1 → 1.1	37	0.1	-1
Listed for O=C(NNC(=O)C(F)(F)F)c1ccccc1Br → -0.5	20	0.4	-2

3 structures from above, sorted by molecular weight, ascending.
Every second line gives: GPR151 activ, MITF primary, FBW7 act, TEAD-YAP inh
O=C(Nc1ccc(-c2cn3cccnc3n2)cc1)c1c(F)cccc1Cl
    -0.6, 14, 1.0, -6
CC(C)OCCCNc1nc(CN2CCNC(=O)C2)nc2ccc(Cl)cc12
    2.0, 5, 0.1, 2
CC(=O)NC1C(=O)N=C(SCC(=O)c2ccc(Br)cc2)NC1=O (stereo not drawn)
    -0.3, 3, -0.7, 2
